Source: PubChem BioAssay (several laboratories)
hERG rescue – shields human hERG channel from block by proarrhythmic agents; CHO-hERG, FluxOR thallium flux, dofetilide IC70 present; activation (rescue from dofetilide block), less the hit threshold, % at 10 µM; actives 0.51% (n = 310,000); AID 1511;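 active = activation above the mean of controls blocked by dofetilide plus 5 SD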;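 also: thallium influx through hERG after potassium depolarization seen as dye fluorescence rise; in these data hits start at about 4.7%; inactives centre near -7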
GSK3A inh – inhibitors of human GSK-3 alpha kinase; ADP-Glo luminescence, 60 min; AID 2650; actives 0.1% (n = 320,000); inhibition, % at 10 µM;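 in the data active = inhibition above about 50%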;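 also: GST-tagged GSK-3 alpha with peptide substrate and 25 µM ATP; 0% = DMSO neutral wells and 100% = GW8510 positive control wells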
KCNK3 block – human KCNK3 channel inhibition, primary screen. O14649. CHO-KCNK3 thallium flux, FluxOR fluorescence; active compounds read low. B-score at 10 µM. actives 0.84% (n = 340,000);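 active = B-score under library mean minus 4 SD, starting fluorescence ratio at most library mean plus 5 SD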;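 also: more negative B-score means stronger inhibition of thallium flux through KCNK3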
RGS4 inh – human RGS4 inhibition; P49798; AID 463165; B-score at 10 µM; HEK293 M3R/RGS4 inducible, Fluo-4 calcium flux; active compounds read high; triggered by carbachol at its EC20; actives 0.45% (n = 310,000);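 active = B-score, a plate-corrected calcium signal, over three deviations above library mean, with baseline fluorescence within five deviations of library mean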;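 also: RGS4 expression induced by doxycycline in cells with stable M3 receptor; B-score is computed from the integrated fluorescence ratio over baseline after carbachol; higher B-score means a larger calcium signal and so more RGS4 inhibition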
Target sequence (P49798 whole entry, looked up): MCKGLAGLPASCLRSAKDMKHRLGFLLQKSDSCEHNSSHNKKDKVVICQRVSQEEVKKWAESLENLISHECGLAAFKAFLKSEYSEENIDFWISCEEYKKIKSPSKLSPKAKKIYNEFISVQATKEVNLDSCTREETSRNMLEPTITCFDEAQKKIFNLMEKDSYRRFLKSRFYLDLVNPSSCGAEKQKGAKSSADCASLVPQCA
RGS4 pot – RGS4 potentiation or activation; actives 0.92% (n = 310,000); B-score at 10 µM; HEK293 M3R/inducible RGS4, carbachol calcium flux Fluo4; active compounds read low; AID 463111;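 active = B-score of the integrated calcium signal more than 4 SD below the library mean, with starting fluorescence not abnormally high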;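 also: negative B-score means reduced calcium response which marks RGS4 activation or potentiation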
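Detection: kinetic calcium fluorescence imaging with Fluo4-AM dye, 2 µM / Material: HEK293 cells with stable M3R and inducible RGS4 / Schedule: recording 10 s baseline at 1 Hz, 100 s post-agonist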
KCNQ1 inh – human KCNQ1 channel inhibition; actives 1.3% (n = 310,000); P51787; AID 2642; B-score at 10 µM; CHO-K1 KCNQ1, FluxOR thallium flux fluorescence; active compounds read high;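 active = compounds whose thallium flux B-score, printed positive for inhibition, exceeds three library SD while starting fluorescence stays within three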;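 also: channel opened by potassium depolarization with thallium stimulus after 20 min compound exposure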
KCNQ1 pot – potentiators or activators of human KCNQ1 potassium channel | P51787 | CHO-K1 KCNQ1, thallium flux FluxOR fluorescence; active compounds read high | B-score at 10 µM | actives 0.35% (n = 310,000);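 active = fluorescence ratio B-score, a plate-corrected score, at least three library SD, with initial intensity B-score within 5 SD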
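Medium – assay buffer, equal DMSO in all wells · Material – CHO-K1 cell line with stable KCNQ1 potassium channel expression · Signal – kinetic FluxOR thallium fluorescence, 10-s 1-Hz baseline, 110-s post-stimulus read · Compound – single concentration per compound, DMSO matched to controls · Schedule – 37 °C overnight plating, 90-min dark dye load, 20-min compound pretreatment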
DYRK1A inh – inhibitors of rat Dyrk1A kinase; Q63470; ADP-Glo luminescence, NFATc1 peptide; actives 0.43% (n = 310,000); inhibition, % at 12.5 µM; in the data active = inhibition above about 50%;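 also: plate controls were vehicle with enzyme for no effect and no enzyme for full effect; many of its hits are not listed in these tables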
PolyA inh – inhibitors of polyadenylation in S. cerevisiae. calls only at 12 µM. actives 0.02% (n = 300,000). S. cerevisiae SKY197-pL101 polyadenylation reporter, beta-gal luminescence; efflux-impaired pdr1/pdr3 knockout yeast; score 100 = 6 SD above DMSO;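 active = lowest replicate activity score at least 50, where 100 means six control SD above control mean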;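 also: yeast exposed to compound for 9 h at 30 °C; higher score means more reporter readthrough which indicates perturbed polyadenylation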
GSK3beta inhib – blocks human GSK3beta kinase activity. P49841. GST-GSK3beta kinase, ADP-Glo luminescence, 60 min; active compounds read low. activity score (negative = inhibition), % at 10 µM. actives 0.038% (n = 300,000);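 active = more than half of replicate wells score below -50%, meaning over 50% inhibition versus plate controls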;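 also: 0% = median DMSO wells and -100% = median GW8510 positive control wells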
Target sequence (P49841 whole entry, looked up): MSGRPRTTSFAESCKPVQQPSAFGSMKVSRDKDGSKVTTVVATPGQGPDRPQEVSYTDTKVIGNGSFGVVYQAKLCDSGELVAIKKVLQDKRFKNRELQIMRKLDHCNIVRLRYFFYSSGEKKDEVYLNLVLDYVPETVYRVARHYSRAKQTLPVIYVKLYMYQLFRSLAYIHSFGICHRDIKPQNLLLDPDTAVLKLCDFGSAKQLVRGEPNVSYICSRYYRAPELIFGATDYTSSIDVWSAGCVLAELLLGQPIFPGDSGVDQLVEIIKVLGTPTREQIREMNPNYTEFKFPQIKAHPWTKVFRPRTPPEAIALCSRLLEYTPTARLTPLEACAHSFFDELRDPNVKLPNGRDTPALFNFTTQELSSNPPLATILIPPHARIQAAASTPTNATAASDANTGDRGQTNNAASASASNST
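Test system: GST-fused GSK3beta enzyme, cell-free | Quantity: 1.6 ng GST-GSK3beta enzyme per well | Reagent: 25 µM ATP with peptide substrate | Schedule: 60 min enzyme reaction, room temperature | Signal: Luminescent ADP-Glo measurement of ADP formed | Read-out basis: Score relative to plate controls | Control set: DMSO and 20 µM GW8510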
KCNK9 block – human KCNK9 channel inhibition; HEK293 KCNK9, FluxOR thallium flux fluorescence; active compounds read low; B-score at 10 µM; actives 1.2% (n = 310,000); AID 488922;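 active = ratio B-score over 3 SD below the library mean, with starting fluorescence within 5 SD of its mean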;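 also: negative B-score means less thallium flux so channel inhibition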
Target sequence (Q9NPC2 whole entry, looked up): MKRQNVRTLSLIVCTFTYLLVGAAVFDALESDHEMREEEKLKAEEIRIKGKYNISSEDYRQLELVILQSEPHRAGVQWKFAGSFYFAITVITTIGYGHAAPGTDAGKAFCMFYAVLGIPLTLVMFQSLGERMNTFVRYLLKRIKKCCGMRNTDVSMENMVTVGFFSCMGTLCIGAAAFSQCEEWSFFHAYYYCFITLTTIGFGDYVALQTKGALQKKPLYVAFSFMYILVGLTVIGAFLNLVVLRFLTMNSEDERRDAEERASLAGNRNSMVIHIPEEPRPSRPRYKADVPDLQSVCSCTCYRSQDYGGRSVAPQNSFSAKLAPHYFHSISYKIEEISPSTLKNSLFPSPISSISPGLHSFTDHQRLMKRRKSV
Active calls of the source: *; i = inactive; . = no result given.

No. | molecule | RGS4 pot | hERG rescue | GSK3beta inhib | KCNK3 block | KCNQ1 inh | GSK3A inh | DYRK1A inh | PolyA inh | KCNK9 block | KCNQ1 pot | RGS4 inh
1 | O=C(O)CCc1ccc(-c2ccc(F)cc2)n1CCC(=O)O | i | -10 | 3 | i | i | 1 | -5 | i | i | i | i
2 | C#CCOCCOCCOCCNc1nc(N2CCN(C(=O)[C@H](Cc3cc4ccccc4[nH]3)n3cc([C@@H](N)C(C)CC)nn3)CC2)nc(N2CCN(C(=O)[C@H](Cc3cc4ccccc4[nH]3)n3cc([C@@H](N)Cc4ccc(O)cc4)nn3)CC2)n1 (stereo partly drawn) | i | -8 | 1 | . | i | 1 | . | i | i | i | i
3 | CC(C)n1c(N)c(C#N)c2ccc([N+](=O)[O-])cc2c1=O | i | -8 | -2 | i | i | -1 | 2 | i | i | i | i
4 | O=C(CN1C(=O)/C(=C\c2ccccc2Cl)Oc2ccccc21)NCc1cccnc1 | i | -3 | -3 | i | i | -2 | 1 | i | i | i | i
5 | CC(C)OC(=O)NC(C)(C)COC(=O)Nc1cccc(Cl)c1 | i | -10 | -1 | i | i | 13 | -3 | i | i | i | i
6 | CCOc1ccc(C(=O)Nc2cc(C)ccn2)cc1 | i | -6 | -17 | i | i | 19 | 17 | i | i | i | i
7 | Cc1cc(C)c(NC(=O)COC(=O)C2CCN(c3ccc(C(F)(F)F)cn3)CC2)c(Cl)c1 | i | -13 | 2 | i | i | 1 | 0 | i | i | i | i
8 | CCOc1ccc(C(=O)N2CCCC(c3nc(-c4cccs4)no3)C2)cc1 (stereo not drawn) | i | -9 | 3 | i | i | 2 | -9 | i | i | i | i
9 | COc1ccc(/C=N/NC(=O)c2cc[n+]([O-])cc2)cc1OC | i | -7 | -20 | i | i | 0 | 1 | i | i | i | i
10 | Clc1ccc(CSc2nnc(CN3CCOCC3)n2-c2ccccc2)cc1Cl | i | -8 | 2 | i | i | 0 | -7 | i | i | i | i
11 | CCCCCn1nc(C(=O)OCc2nnc(-c3ccccc3)o2)c2ccccc2c1=O | i | -11 | 3 | i | i | -4 | 13 | i | i | i | i
12 | O=C(Nc1ccc(Br)cc1)c1cccc(N2C(=O)C3CCCCC3C2=O)c1 (stereo not drawn) | i | -5 | 0 | i | i | 1 | -4 | i | i | i | i
13 | Cc1c(C)c2cc(Cl)c(O)c(CN(C)C)c2oc1=O | i | -4 | 1 | i | i | 4 | 7 | i | i | i | i
14 | CN(CC(=O)Nc1c(Cl)cccc1Cl)C(=O)c1ccncc1 | i | -8 | 1 | i | i | -3 | 10 | i | i | i | i
15 | O=C(N1CCCCCC1)N1CCN(S(=O)(=O)N2CCCCC2)CC1 | i | -6 | 4 | i | i | 0 | -6 | i | i | i | i
16 | COC(=O)c1cccc(Cn2nnc3ccccc3c2=O)c1 | i | -12 | 0 | i | i | -1 | 1 | i | i | i | i
17 | CCCCOc1ccc(C(=S)N2CCC(C(N)=O)CC2)cc1 | i | -10 | 3 | i | i | 0 | -2 | i | i | i | i
18 | CCN(CC)C(=O)CSc1nc2ccccc2c(=O)n1CC1CCCCC1 | i | -18 | 2 | i | i | 0 | 13 | i | i | i | i
19 | COc1ccc(CCNC(=O)CSc2n[nH]c(N)n2)cc1 | i | -5 | 1 | i | i | 0 | 0 | i | i | i | i
20 | CCOC(=O)C1=C(N)Oc2cc(C)n(CCc3ccc(OC)c(OC)c3)c(=O)c2C1c1cccnc1 (stereo not drawn) | i | -26 | -8 | i | i | 4 | 2 | i | i | i | i
21 | CCCCOC(=O)/C=C\C(=O)OCCCC | i | -1 | 1 | i | i | -2 | 7 | i | i | i | i
22 | Cc1ccc(-c2noc(CCC(=O)NC3CC3)n2)cc1 | i | -5 | -2 | i | i | -1 | 3 | i | i | i | i
23 | CC(C)(C)NC(=O)C(=O)N/N=C/c1ccc(F)cc1 | i | -4 | 0 | i | i | . | 3 | i | i | i | i
24 | O=C(c1ccc(Cl)cc1)N1CCCC(c2ccccc2)=N1 | i | -5 | 1 | i | i | -4 | 5 | i | i | i | i
25 | CCOC(=O)N1CCN(C(=O)CSc2nnc(COc3ccc(Cl)cc3)o2)CC1 | i | -8 | -3 | i | i | . | 13 | i | i | i | i
26 | Cn1ncc(C#N)c1/N=C/N1CCOCC1 | i | -2 | . | i | i | -1 | 0 | i | i | i | i
27 | CCN(CC)CCN1C(=O)C(=O)/C(=C(/O)c2cnn(-c3ccccc3)c2C)C1c1ccc(C)o1 (stereo not drawn) | i | -15 | 0 | i | i | 5 | 1 | i | i | i | i
28 | N=c1oc2ccc3ccccc3c2cc1-c1nc(-c2ccccc2)cs1 | i | -8 | 2 | i | i | -1 | -1 | i | i | i | i
29 | O=C(CNC(c1ccccc1)c1ccccc1)Nc1cc([N+](=O)[O-])ccc1Cl | i | -10 | 2 | i | i | 1 | -4 | i | -9.2* | i | i
30 | Cc1cc(C(c2nnnn2Cc2ccccc2)N2CCOCC2)c(C)n1-c1ccc2c(c1)OCO2 (stereo not drawn) | i | -7 | 8 | i | i | -3 | 41 | i | i | i | i
31 | Cc1ccc(C(=O)C[n+]2cc(Br)cc(Br)c2)cc1[N+](=O)[O-] | i | -10 | -1 | i | i | 1 | -6 | i | i | i | i
32 | O=C(NCC1CCCO1)c1ccccc1-c1nc(-c2ccccc2)no1 (stereo not drawn) | i | -6 | -1 | i | i | -2 | -3 | . | i | i | i
33 | COCCCN1C(=O)c2ccc(C(=O)OCC(=O)N(CCC#N)c3cc(C)cc(C)c3)cc2C1=O | i | -13 | 0 | i | i | -1 | 1 | i | i | i | i
34 | CC1(C)Cc2nc3oc4c(N(CCO)Cc5ccccc5)ncnc4c3cc2CO1 | i | -21 | 0 | i | i | . | 5 | i | i | i | i
35 | COc1ccc(OC)c(C(=O)Cn2c3[n+](c4ccc(C(F)(F)F)cc42)CCCCC3)c1 | i | -14 | -1 | i | i | 2 | 4 | i | i | i | i
36 | COc1ccc(C(=O)Nc2cc(C)nn2-c2ccc(C)cc2)cc1 | i | -8 | -2 | i | i | -1 | -6 | i | i | i | i
37 | CCOC(=O)c1ccccc1NC(=O)COc1ccccc1 | i | -5 | -1 | i | i | -3 | 1 | i | i | i | i
38 | Cc1ccc(S(=O)(=O)c2nc(S(C)(=O)=O)sc2N2CCC(C)CC2)cc1 | i | -9 | -7 | i | i | -1 | 8 | i | i | i | i
39 | Cc1cccc(OCC(=O)N/N=C/C=C/c2ccco2)c1 | i | -6 | -11 | i | i | 5 | 0 | . | i | i | i
40 | COc1ccc(C(CNC(=O)c2ccc(S(=O)(=O)N3CCCC3)cc2)N(C)C)cc1OC (stereo not drawn) | i | 0 | 3 | i | i | -1 | -9 | i | i | i | i
41 | COc1ccc2c(c1OC)C(=O)OC2n1c(O)c(N=NC(C)=O)c2ccccc21 (stereo not drawn) | i | -9 | 2 | i | i | 0 | 1 | i | i | i | i
42 | CC(CN1CCOCC1)OC(=O)/C=C/c1ccccc1 (stereo not drawn) | i | -7 | 2 | i | i | -5 | 3 | i | i | i | i
43 | COc1ccc(CCNC(=O)COC(=O)c2ccc(N3CCCC3=O)cc2)cc1OC | i | -11 | 0 | i | i | 6 | 8 | i | i | i | i
44 | CN1CCN(C(=O)c2ccccc2-c2nc(-c3ccc(Cl)cc3)no2)CC1 | i | -10 | 5 | i | i | -3 | 2 | i | i | i | i
45 | CCOc1cc(S(=O)(=O)NC2CC(C)(C)NC(C)(C)C2)ccc1F | i | -21 | 2 | i | i | 0 | 2 | i | i | i | i
46 | COC(=O)C[C@H]1c2cc(C(F)(F)F)ccc2S(=O)(=O)N1C1CCCC1 | i | 3 | 0 | i | i | 6 | -10 | i | i | i | i
47 | COc1cccc(CN(C)C(=O)CCNC(=O)c2ccc(Br)cc2)c1 | i | -8 | 1 | i | i | 3 | -3 | i | i | i | i
48 | Cc1cc2oc(C(=O)Nc3nonc3C)c(C)c2cc1C | i | -8 | 1 | i | i | 2 | -6 | i | i | i | i
49 | CC1(C)CC(=O)CC(C)(C)N1OC(=O)c1ccncc1 | i | -11 | -1 | i | i | -1 | 6 | i | i | i | i
50 | COc1ccccc1CNC(=O)c1cccc(N(C)C)c1 | i | -7 | -7 | i | i | . | -2 | i | i | i | i

Remaining list, next part.
No. | molecule | RGS4 pot | hERG rescue | GSK3beta inhib | KCNK3 block | KCNQ1 inh | GSK3A inh | DYRK1A inh | PolyA inh | KCNK9 block | KCNQ1 pot | RGS4 inh
51 | CCOC(=O)CCCCCN(Cc1ccccc1)S(=O)(=O)c1ccc([N+](=O)[O-])cc1 | i | -9 | 1 | i | 7* | 0 | 4 | i | i | i | i
52 | COc1ccccc1CC(=O)Nc1ccc2c(C)cc(=O)oc2c1 | i | -7 | 3 | i | i | -1 | 3 | i | i | i | i
53 | Cc1cccc2c1OCC/C2=N\NC(=O)COc1ccccc1 | i | -10 | 2 | i | i | -3 | 1 | i | i | i | i
54 | COc1cc(CNc2ccc(N3CCOCC3)cc2)cc(Br)c1OC | i | -9 | -5 | i | i | -2 | -5 | i | i | i | i
55 | CCCNC(=O)COc1cccc(C(=O)NCc2ccccc2)c1 | i | -5 | 0 | i | i | -2 | -5 | i | i | i | i
56 | CC(C)C(=O)N(Cc1cc(=O)[nH]c2ccccc12)c1ccccc1 | i | -5 | 3 | i | i | 0 | 1 | i | i | i | i
57 | O=C(COc1ccc(F)cc1)Nc1ccc2c(c1)OCCO2 | i | -16 | 2 | i | i | 0 | 7 | i | i | i | i
58 | CCCCN(C(=O)CNC(=O)c1ccco1)C(C(=O)NC1CCCCC1)c1cccnc1 (stereo not drawn) | i | -9 | -1 | i | i | -2 | -4 | i | i | i | i
59 | COc1ccc(C(=O)Nc2ccc(NC(=O)Cc3ccccc3)cn2)cc1 | i | -3 | 0 | i | i | -1 | -8 | i | i | i | i
60 | COCCN=C1OC(=O)N2C(=O)C3=C4[C@@H](C[C@H]5C(=O)N(c6ccccc6)C(=O)[C@H]5[C@H]4[C@@]12Cc1ccccc1)[C@H]1C(=O)N(c2ccccc2)C(=O)[C@H]1[C@H]3C | i | -8 | 2 | i | i | 3 | 6 | i | i | i | i

The list is partial; count on the stated rates, not on these rows.
